hERG rescue: shields human hERG channel from block by proarrhythmic agents. CHO-hERG, FluxOR thallium flux, dofetilide IC70 present. activation (rescue from dofetilide block), less the hit threshold, % at 10 µM. 0.51% of 310,000 active;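 active = activation above the mean of controls blocked by dofetilide plus 5 SD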;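 note: thallium influx through hERG after potassium depolarization seen as dye fluorescence rise; in these data hits start at about 4.7%; inactives centre near -7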
ANO1 block: mouse TMEM16A channel inhibition, primary screen. HEK293 TMEM16A/YFP iodide influx fluorescence, ionomycin. normalized B-score (activity score, 25-100; higher = stronger inhibition) at 10 µM. 1.2% of 310,000 active. AID 588511;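 active = ratio plate-corrected score three or more library SD toward inhibition, starting fluorescence score within five deviations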;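 note: score derived from kinetic fluorescence span divided by baseline fluorescence per well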
MrgX1 allo act: allosterically activates human MrgX1 receptor signaling; 0.63% of 310,000 active; B-score at 10 µM; AID 588675; MrgX1-HEK293, Fluo-4 calcium flux, FDSS; active compounds read high;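 active = plate-corrected calcium response at least 3 library SD above typical, normal starting fluorescence, not activating the receptor alone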;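 note: compound read alongside a low EC10 to EC30 dose of BAM8-22 agonist; peak minus trough fluorescence over baseline measured at the second addition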
KCNQ1 block: human KCNQ1 channel inhibition; 1.3% of 310,000 active; P51787; B-score at 10 µM; CHO-K1 KCNQ1, FluxOR thallium flux fluorescence; active compounds read high;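 active = compounds whose thallium flux B-score, printed positive for inhibition, exceeds three library SD while starting fluorescence stays within three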;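 note: channel opened by potassium depolarization with thallium stimulus after 20 min compound exposure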
Target sequence (P51787 whole entry, looked up): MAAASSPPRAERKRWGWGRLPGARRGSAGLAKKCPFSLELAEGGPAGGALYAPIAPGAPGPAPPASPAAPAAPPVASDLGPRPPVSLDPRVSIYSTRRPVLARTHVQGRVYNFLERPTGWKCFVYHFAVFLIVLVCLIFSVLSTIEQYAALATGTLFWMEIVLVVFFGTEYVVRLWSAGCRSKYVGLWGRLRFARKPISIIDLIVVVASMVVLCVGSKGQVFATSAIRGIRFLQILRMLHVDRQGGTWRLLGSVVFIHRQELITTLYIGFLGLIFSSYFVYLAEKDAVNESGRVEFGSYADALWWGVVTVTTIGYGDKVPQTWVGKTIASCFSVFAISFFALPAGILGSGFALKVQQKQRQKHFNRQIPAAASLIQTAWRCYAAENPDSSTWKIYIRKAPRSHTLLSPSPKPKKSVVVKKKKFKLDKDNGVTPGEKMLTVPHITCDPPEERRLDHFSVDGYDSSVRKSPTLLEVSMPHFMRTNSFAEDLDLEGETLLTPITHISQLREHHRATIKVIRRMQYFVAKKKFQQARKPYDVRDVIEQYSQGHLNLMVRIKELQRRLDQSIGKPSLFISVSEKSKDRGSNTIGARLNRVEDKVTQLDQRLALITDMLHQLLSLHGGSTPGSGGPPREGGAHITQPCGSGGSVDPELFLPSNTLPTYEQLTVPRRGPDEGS
RGS4 inh: inhibitors of human RGS4; 0.45% of 310,000 active; B-score at 10 µM; HEK293 M3R/RGS4 inducible, Fluo-4 calcium flux; active compounds read high; triggered by carbachol at its EC20; P49798;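 active = B-score, a plate-corrected calcium signal, over three deviations above library mean, with baseline fluorescence within five deviations of library mean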;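 note: RGS4 expression induced by doxycycline in cells with stable M3 receptor; B-score is computed from the integrated fluorescence ratio over baseline after carbachol; higher B-score means a larger calcium signal and so more RGS4 inhibition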
Target sequence (P49798 whole entry, looked up): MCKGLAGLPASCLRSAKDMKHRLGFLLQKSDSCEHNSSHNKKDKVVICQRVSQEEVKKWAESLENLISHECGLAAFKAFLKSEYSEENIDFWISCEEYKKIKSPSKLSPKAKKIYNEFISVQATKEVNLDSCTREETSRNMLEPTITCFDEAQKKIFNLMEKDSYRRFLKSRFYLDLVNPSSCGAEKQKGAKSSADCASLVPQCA
KCNQ1 act: potentiators or activators of human KCNQ1 potassium channel; CHO-K1 KCNQ1, thallium flux FluxOR fluorescence; active compounds read high; B-score at 10 µM; 0.35% of 310,000 active; AID 2648;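 active = fluorescence ratio B-score, a plate-corrected score, at least three library SD, with initial intensity B-score within 5 SD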
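Assay system: CHO-K1 cells stably expressing KCNQ1. Medium: assay buffer for compound exposure, DMSO matched across wells. Timing: 37 °C overnight plating, 90-min dark dye load, 20-min compound pretreatment. Signal: kinetic FluxOR fluorescence, 10 s baseline plus 110 s post-stimulus.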
MrgX1 ag: activates human MrgX1 receptor signaling; Q96LB2; AID 588627; MrgX1-HEK293 cells, Fluo-4 calcium fluorescence, agonist mode; active compounds read high; B-score at 10 µM; 0.44% of 310,000 active;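 active = calcium response B-score plate-corrected fluorescence ratio at least 3 library SD, with starting fluorescence B-score inside 5 SD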
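System – MrgX1-expressing HEK293 cells · Incubation – cells plated overnight, dye loaded 0.5 h 37 °C, 0.5 h room temperature · Technique – kinetic Fluo-4 NW fluorescence of intracellular calcium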
KCNK3 inh: human KCNK3 channel inhibition, primary screen; 0.84% of 340,000 active; CHO-KCNK3 thallium flux, FluxOR fluorescence; active compounds read low; B-score at 10 µM;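 active = B-score under library mean minus 4 SD, starting fluorescence ratio at most library mean plus 5 SD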;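 note: more negative B-score means stronger inhibition of thallium flux through KCNK3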
KCNK9 block: blocks the human KCNK9 two-pore domain potassium channel; Q9NPC2; HEK293 KCNK9, FluxOR thallium flux fluorescence; active compounds read low; B-score at 10 µM; 1.2% of 310,000 active; AID 488922;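 active = ratio B-score over 3 SD below the library mean, with starting fluorescence within 5 SD of its mean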;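 note: negative B-score means less thallium flux so channel inhibition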
TMEM16A act: activators or potentiators of mouse TMEM16A chloride channel; Q8BHY3; HEK293 TMEM16A/YFP-H148Q/I152L, iodide quench fluorescence; active compounds read low; B-score at 10 µM; 0.3% of 340,000 active;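 active = fluorescence-ratio B-score plate-corrected deviation score at least 3 library SD below zero, with starting fluorescence score within 5 deviations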;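 note: channel opened by trigger with iodide after compound preincubation; score built on the fluorescence ratio of max minus min over baseline; more negative score means more quench and so TMEM16A activation or potentiation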
RGS4 act: RGS4 potentiation or activation. B-score at 10 µM. 0.92% of 310,000 active. AID 463111. HEK293 M3R/inducible RGS4, carbachol calcium flux Fluo4; active compounds read low;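 active = B-score of the integrated calcium signal more than 4 SD below the library mean, with starting fluorescence not abnormally high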;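 note: negative B-score means reduced calcium response which marks RGS4 activation or potentiation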
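Assay system: Inducible-RGS4 HEK293 cells carrying M3 receptor | Schedule: Compound preincubation 20 min at room temperature before agonist | Signal: Kinetic calcium fluorescence imaging with Fluo4-AM dye, 2 µM | Read-out basis: B score from integrated fluorescence ratio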
* marks the source's active call; other numbers are inactive results; i = inactive; · = not tested or not shown.

SMILES	hERG rescue	ANO1 block	MrgX1 allo act	KCNQ1 block	RGS4 inh	KCNQ1 act	MrgX1 ag	KCNK3 inh	KCNK9 block	TMEM16A act	RGS4 act
CC(=O)N1CCOc2ccc(S(=O)(=O)N(C)c3ccc(C)cc3)cc21	-5	i	i	i	i	i	i	i	i	i	i
Cc1ccc(C(=O)Nc2ncccc2C)cc1S(=O)(=O)N1CCCCC1	-8	i	i	i	i	i	i	i	i	i	i
CN(C)S(=O)(=O)c1ccc(C(=O)Nc2nnc(-c3cccs3)o2)cc1	-7	i	i	i	i	i	i	i	i	i	i
COc1cccc(/C=N/NC(=O)CCC(=O)Nc2ccc(Br)cc2)c1	-6	i	i	i	i	i	i	i	i	i	i
CCn1ccnc1CN(C)C(=O)C1CCC(=O)N(Cc2cccc(F)c2)C1 (configuration not stated)	-2	i	i	i	i	i	i	i	i	i	i
O=C(CCN1CCc2ccccc2C(O)(c2ccccc2)C1)c1ccc2c(c1)OCCO2 (configuration not stated)	-31	i	i	i	8.4*	i	30*	i	i	i	i
O=Cc1cnc(N2CCN(c3ccccc3)CC2)s1	-4	i	i	i	i	i	i	i	i	i	i
CCCCCCCN1C2=NCCCN2c2ccccc21	-15	i	i	7*	i	i	i	i	i	i	i
CCC/C=N/NC(=O)c1ccc(F)cc1	-4	i	i	i	i	i	i	i	i	i	i
O=C(CN1C(=O)C2CC=CCC2C1=O)OCCN1C(=O)c2ccccc2C1=O (configuration not stated)	-2	i	i	i	i	i	i	i	i	i	i
Cc1ccc(S(=O)(=O)Oc2ccccc2/C=N/Nc2ccc(C(=O)O)cc2)cc1	-4	i	i	i	i	i	i	i	i	i	i
COc1ccc(-c2c(C)n([O-])c3c([n+]2=O)CCCCC3)cc1	-4	i	i	i	i	i	i	i	i	i	i
O=C(N/N=C/c1sc(N2CCCCC2)nc1-c1cccs1)C1CC1	-8	i	i	i	i	i	i	i	i	i	i
Cc1ccc(NC2=C(Cl)C(=O)OC2OC(=O)c2ccccc2C)cc1 (configuration not stated)	-9	·	·	i	i	i	·	i	i	i	i
CC(=O)Nc1cccc(NC(=O)CSc2nc(=O)n(CCCN3CCOCC3)c3c2CCC3)c1	-9	i	i	i	i	i	i	i	i	i	i
CCOC(=O)c1ccc(OCCOc2cccc(C)c2)cc1	-4	i	i	i	i	i	i	i	i	i	i
C=C(C)C(=O)N1CC2(CC(c3cccc(NC(=O)/C=C\C)c3)=NO2)C[C@H]1C(N)=O (some centres not stated)	-7	i	i	i	i	i	i	i	i	i	i
CCCCNC(=O)COC(=O)c1cc(Br)ccc1Cl	-2	i	i	i	i	i	i	i	i	i	i
C/C(=N\NC(=O)c1c(Br)c(C)nn1C)c1cccc(NC(=O)c2ccccc2F)c1	-4	i	i	i	i	i	i	i	i	i	i
O=C1CCCCC1Sc1nnc(Nc2ccccc2)s1 (configuration not stated)	-10	i	i	i	i	i	i	i	i	i	i
CCOC(=O)CCP(=O)(O)C(O)c1ccccc1 (configuration not stated)	-3	i	i	i	i	i	i	i	i	i	i
Cn1c(=O)c(C(=O)CN2CCCCCC2)c(N)n(Cc2ccccc2)c1=O	-6	i	i	i	i	i	i	i	i	i	i
COc1cc(/C=C2\SC(=S)N(C(Cc3ccccc3)C(=O)O)C2=O)ccc1O (configuration not stated)	-20	i	i	i	i	i	56*	i	i	i	i
COc1ccccc1NC(=S)NCc1cccs1	-4	i	i	i	i	i	i	i	i	i	i
COCCN1C(=O)N(c2ccc(OC)cc2)C(=O)C1CC(=O)Nc1cccc(F)c1 (configuration not stated)	-2	i	i	i	i	i	i	i	i	i	i
O=S(=O)(Nc1ccc(-c2ccc3nncn3n2)cc1)c1ccccc1F	-12	i	i	i	i	i	i	i	i	i	i
COC(=O)CN1C(=O)NC2(CCCc3ccccc32)C1=O (configuration not stated)	0	i	i	i	i	i	i	i	i	i	i
Cc1cc(C)n(CC(C)O)c(=O)c1C#N (configuration not stated)	-11	i	i	i	i	i	i	i	i	i	i
c1nc(N2CCC3(CC2)OCCO3)c2[nH]cnc2n1	-6	i	i	i	i	i	i	i	i	i	i
CC(C)[C@@H](C(=O)N[C@@H](Cc1ccccc1)C(=O)O)N1C(=O)N2CCc3c([nH]c4ccccc34)[C@@]2(C)C1=O	-3	i	i	i	i	i	i	i	i	i	i
COc1ccc(Nc2nnc(Cc3ccccc3)c(=O)[nH]2)c(OC)c1	-12	i	i	i	i	i	i	i	i	i	i
O=C(COC(=O)c1cc(-c2cccs2)nc2ccccc12)NC1CCS(=O)(=O)C1 (configuration not stated)	-31	i	i	i	i	i	i	i	i	i	i
COc1cccc(C(=O)NCCCn2ccnc2)c1	-18	i	i	i	i	i	i	i	i	i	i
Cc1ccc(C)c(NS(=O)(=O)c2ccc(OCC(=O)NCc3ccccn3)cc2)c1	-9	i	i	i	i	i	i	i	i	i	i
CCOc1ccc(-c2csc(NC(=O)c3ccc(S(=O)(=O)N4CCc5ccccc5C4)cc3)n2)cc1	-8	i	i	i	i	i	i	i	i	i	i
CC(=O)NCc1ccc(S(=O)(=O)N/N=C/c2ccccc2)cc1	-5	i	i	i	i	i	i	i	i	i	i
O=C(CNCc1ccccc1)NCCCN1CCCC1=O	1	i	i	i	i	i	i	i	i	·	i
COc1ccc(NC(=O)NCCc2ccc(Cl)cc2)cc1OC	-6	i	i	i	i	i	i	i	i	i	i
COc1cc(CO)cc(-c2cc(CO)cc(OC)c2OC)c1OC	-5	i	i	i	i	i	i	i	i	i	i
NC(=NCCc1c[nH]c2ccccc12)NC(=O)c1ccc(Cl)cc1	-27	100*	i	i	i	i	i	i	i	i	i
CCc1ccc(NC(=O)N2CCN(c3ccc(F)cc3)CC2)cc1	-8	·	·	i	i	i	·	i	i	i	i
CC1CCN(C(=O)CNC(=O)CNS(=O)(=O)c2ccccc2)CC1	-6	i	i	i	i	i	i	i	i	i	i
COc1cccc(NC(=O)CN(C)S(=O)(=O)c2ccc3c(c2)n(C)c(=O)c(=O)n3C)c1	-5	i	i	i	i	i	i	i	i	i	i
COc1cccc(CC(=O)Nc2ncc(C)s2)c1	-10	i	i	i	i	i	i	i	i	i	i
CC(CN1CCCCC1)c1ccccc1 (configuration not stated)	-4	i	i	i	i	i	i	i	i	i	i
O=C(NC(=O)c1ccccc1)Nc1ccc(Cl)cn1	-8	i	i	i	i	i	i	i	i	i	i
O=C(Nc1ccccc1)N1CCSc2cc(Cl)ccc21	-1	i	i	i	i	i	i	i	i	i	i
CCCCN(C)C(=O)c1cccc(OC2CCN(CC(C)(C)C)CC2)c1	-4	i	i	i	i	i	i	i	-12*	i	i
COC(=O)c1ccc(C)c(NC(=S)NCc2ccc(Cl)cc2)c1	-3	i	i	i	i	i	i	i	i	i	i
CCCCn1c(N)c(N(Cc2ccccc2OC)C(=O)CCSC)c(=O)[nH]c1=O	-8	i	i	i	i	i	i	i	i	i	i
CCCc1cc(=O)[nH]c(SCCOc2ccc(Cl)cc2)n1	-7	i	i	i	i	i	i	i	i	i	i
Cn1ccnc1C(O)(c1nnc(-c2ccccc2)o1)C(F)(F)F (configuration not stated)	-4	i	i	i	i	i	i	i	i	i	i
C/C(=C\C(=S)Nc1ccccc1)Nc1cccc2ccccc12	-11	i	i	i	i	i	i	i	i	i	i
CCOc1ccc(CCNC(=O)c2cccc3c2C(=O)N(CCOC)C3)cc1OCC	-3	i	i	i	i	i	i	i	i	i	i
COc1cccc(-n2nnnc2SCC(=O)NCCc2ccc(OC)c(OC)c2)c1	-9	i	i	i	i	i	i	i	i	i	i
CC(=O)c1cccc(N=Cc2c(O)c3ccccc3oc2=O)c1	-6	i	i	i	i	i	i	i	i	i	i
CCOc1ccc(-c2nc(S(=O)(=O)c3ccccc3)c(NCc3cccnc3)o2)cc1	-6	i	i	i	i	i	i	i	i	i	i
OCCC1CN(Cc2nc3c(s2)CCCC3)CCN1CCc1ccccc1 (configuration not stated)	-7	i	i	i	i	i	i	i	i	i	i
COc1ccc(C(=O)Nc2ccc(Cl)cc2C(=O)NCc2ccco2)cc1	-19	i	i	i	i	i	i	i	i	i	i
CC(C)(C)NC(=O)C1CC(=O)OC12CCOC(C)(C)C2 (configuration not stated)	-6	i	i	i	i	i	i	i	i	i	i

Full records, looked up by structure. Order of screens: hERG rescue	ANO1 block	MrgX1 allo act	KCNQ1 block	RGS4 inh	KCNQ1 act	MrgX1 ag	KCNK3 inh	KCNK9 block	TMEM16A act	RGS4 act
CCCc1cc(=O)[nH]c(SCCOc2ccc(Cl)cc2)n1 in the list: -7	i	i	i	i	i	i	i	i	i	i
CC(C)(C)NC(=O)C1CC(=O)OC12CCOC(C)(C)C2 (configuration not stated) in the list: -6	i	i	i	i	i	i	i	i	i	i
CC(=O)c1cccc(N=Cc2c(O)c3ccccc3oc2=O)c1 in the list: -6	i	i	i	i	i	i	i	i	i	i
OCCC1CN(Cc2nc3c(s2)CCCC3)CCN1CCc1ccccc1 (configuration not stated) in the list: -7	i	i	i	i	i	i	i	i	i	i

The listing continues:
SMILES	hERG rescue	ANO1 block	MrgX1 allo act	KCNQ1 block	RGS4 inh	KCNQ1 act	MrgX1 ag	KCNK3 inh	KCNK9 block	TMEM16A act	RGS4 act
Cc1cccc(C)c1NC(=O)CN(C)C(=O)c1cccc(-n2cccc2)c1	-15	i	i	i	i	i	i	i	i	i	i
CC(C)C[C@H]1COCCS(=O)(=O)N1Cc1cccc(F)c1	-3	i	i	i	i	i	i	i	i	i	i
CCOC(=O)C1=C(C)Nc2nc(SCC(=O)OC)nn2C1c1cc(F)cc(F)c1 (configuration not stated)	-6	i	i	i	i	i	i	i	i	i	i
Cc1ccc(C(NC(N)=O)c2ccccc2C)cc1 (configuration not stated)	-3	i	i	i	i	i	i	i	i	i	i
C(=C\c1nc(-c2cccnc2)no1)/c1ccccc1	-8	i	i	i	i	i	i	i	i	i	i
COC(=O)c1ccc(Sc2ccccc2NS(=O)(=O)c2ccc(NC(C)=O)cc2)nc1	-3	i	i	i	i	i	i	i	i	i	i

Source: PubChem BioAssay (Johns Hopkins Ion Channel Center)
